# P. falciparum M17LAP: P. falciparum M17LAP inhibitors, primary screen, biochemical, fluorogenic H-Leu-NHMec substrate, 1536-well (AID 1619) | Leucine aminopeptidase (Plasmodium falciparum (isolate 3D7)) | recombinant M17LAP, H-Leu-NHMec fluorogenic kinetic assay; higher % means a stronger effect | one-dose inhibition, % at 30 µM; IC50 in µM for titrated hits | 0.38% of 220,000 active;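 active means compound inhibiting the enzyme by more than half at any dose during confirmatory dose-response retesting; inconclusive means strong single-dose inhibitors picked by rank but not retested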;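 further: plate controls were full reaction with DMSO carrier for no effect and no enzyme background for full effect; strong numbers were not always called active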
# CSM14.1 death rescue: rescue of cells from ER stress-induced death, primary screen, 384-well, CSM14.1, thapsigargin, ATP luminescence (AID 1222); CSM14.1 thapsigargin-induced death rescue, ATP luminescence; higher % means a stronger effect; one-dose cellular ATP content (survival), % at 20 µM; EC50 in µM for titrated hits; 190,000 tested, under 10 active;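 active means EC50 below 50 µM in the dose-response confirmation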;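 further: death triggered by thapsigargin at about 15 µM added after 2 h compound pretreatment; cell ATP read after overnight thapsigargin exposure of roughly 18 to 22 hours; normalized against plate controls of thapsigargin alone and 5% DMSO vehicle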
# SIAH1 antagonists: Siah-1 peptide-binding antagonists, primary screen, biochemical, fluorescence polarization, rhodamine-plectin, uHTS (AID 1817) | E3 ubiquitin-protein ligase SIAH1 (Homo sapiens) | Siah-1 / rhodamine-plectin peptide fluorescence polarization; higher % means a stronger effect | 0.02% of 290,000 active | displacement, % at 20 µM; hits with a dose series show IC50 in µM;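 active means displacement of at least 50% at 20 µM, with a fluorescence ratio check between 0.3 and a set limit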;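 further: plate controls were Siah plus tracer with DMSO for no effect and tracer alone without Siah for full effect; strong numbers were not always called active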
# P. falciparum M1AAP: P. falciparum M1AAP inhibitors, biochemical, fluorogenic H-Leu-NHMec substrate, 1536-well (AID 1445) | Aminopeptidase N (Plasmodium falciparum (isolate 3D7)) | recombinant M1AAP, H-Leu-NHMec fluorogenic kinetic assay; higher % means a stronger effect | inhibition, % at 30 µM; hits with a dose series show IC50 in µM | 0.42% of 220,000 active;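 active means primary inhibition above the hit cutoff, then over 50% inhibition at one or more dose response concentrations, cut at about 23% in these data, passing the limit was not always enough; inconclusive means conflicting primary data, or primary hits not chosen for dose response; inactive means low primary inhibition, or under 50% at every dose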;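 further: plate controls were DMSO full reaction for no effect and no enzyme background for full effect; strong numbers were not always called active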
# AID2073: inhibitors of Mint1-CaV2.2 protein interaction, biochemical, HTRF (AID 2073); inhibition, % at 20 µM; hits with a dose series show IC50 in µM; HTRF protein-protein interaction, Mint1-CaV2.2; higher % means a stronger effect; Voltage-dependent N-type calcium channel subunit alpha-1B (Homo sapiens); 0.19% of 290,000 active; in the data active means inhibition mostly above about 51%, no sharp cut-off; inconclusive means no clear call, values can overlap the other calls; inactive means mostly below about 53%; further: some results filed as inactive read as strong as hits
# XIAP antagonists: XIAP antagonists, biochemical, IAP family, fluorescence polarization (AID 1018); E3 ubiquitin-protein ligase XIAP (Homo sapiens); XIAP BIR domain, fluorescence polarization peptide displacement; higher % means a stronger effect; one-dose displacement, % at 20 µM; IC50 in µM for titrated hits; 0.007% of 200,000 active; in the data active means displacement above about 50%; further: a part of the inactive calls stands beside numbers as strong as those of hits
# HEK293 NOD2/NF-kB: NOD2 signaling inhibitors, cell-based, luminescence, uHTS, HEK293 (AID 1566) | inhibition, % at 4 µM; hits with a dose series show EC50 in µM | 0.63% of 290,000 active | HEK293 NOD2/NF-kB luciferase reporter, luminescence; higher % means a stronger effect; further: many of its hits are not listed in these tables
# Hep lipid drop: inhibitors of hepatocyte lipid droplet formation, primary screen, imaging, high-throughput imaging, BODIPY stain; AML12 mouse hepatocytes, oleate lipid droplets; inhibition, % at 6.5 µM; 0.4% of 240,000 active; AID 1656, 2009;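 active means lipid droplet intensity inhibited by at least 50%, with more than 500 cells counted; inconclusive means wells with under 300 cells, treated as cytotoxic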
#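 Technique: fluorescence imaging, 20x objective, two fields per well / Assay system: AML12 hepatocytes (mouse) / Measure: % inhibition of lipid droplet signal / Doses: 6.5 µM single-point dosing / Incubation: overnight exposure / Reagent: 100 µM oleic acid challenge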
# LYP phosphatase: inhibitors of LYP phosphatase, biochemical, fluorescence intensity, uHTS (AID 1779). Tyrosine-protein phosphatase non-receptor type 22 (Homo sapiens). recombinant LYP phosphatase, fluorescence intensity; higher % means a stronger effect. one-dose inhibition, % at 11.5 µM; IC50 in µM for titrated hits. 0.054% of 290,000 active;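 further: plate controls were vehicle with enzyme for no effect and no enzyme for full effect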
# Hep lipid drop cells 6.5 µM: second read-out of Hep lipid drop, no call of its own (marks repeat the call); cell count; measured here: cell count, cytotoxicity flag;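 cells counted across two imaged fields per well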
# An asterisk follows results filed as active; ? = inconclusive; · = no result given. Unless noted, no stated cut-off is given here; in the data, active means inhibition above about 50%; inactive means the rest. Some of the compounds tested, so the mix of outcomes need not match the whole.
nr	structure	P. falciparum M17LAP	CSM14.1 death rescue	SIAH1 antagonists	P. falciparum M1AAP	AID2073	XIAP antagonists	HEK293 NOD2/NF-kB	Hep lipid drop	Hep lipid drop cells 6.5 µM	LYP phosphatase
1	COc1nccnc1NS(=O)(=O)c1ccc(N=Cc2c(C)[nH]n(-c3ccc(C)c(C)c3)c2=O)cc1	19µM*	-5.5%	3%	13%	-2%	-3.7%	3%	·	·	0%
2	CC(Cc1cccs1)NC(=O)Nc1ccc([N+](=O)[O-])cc1 (stereo unspecified)	0%	-1.2%	1%	5%	3%	-9.3%	-45%	-4	651	6%
3	CCn1cc([N+](=O)[O-])c(C(=O)Nc2nc(-c3ccc(C)cc3)c(C)s2)n1	0%	1.3%	1%	3%	21%	-4.6%	3%	2	726	3%
4	COc1ccc(-c2csc(N)n2)cc1F	0%	1.3%	1%	5%	-6%	-12%	-17%	-8	663	-8%
5	CC12Cc3ccc4ccccc4c3C=C1C[N+](C)(C)C2 (stereo unspecified)	10%	0.0%	3%	4%	-10%	-4.0%	-5%	15	814	-8%
6	CNC(=O)c1ccc(OCc2ccccc2)c(OC)c1	0%	-2.0%	-3%	5%	2%	-2.1%	-2%	6	686	-7%
7	CCc1nnc2n1N=C(c1ccc(OC)cc1)CS2	13%	-1.5%	7%	4%	-3%	-5.9%	2%	3	734	-2%
8	COc1ccc(-c2cn(Cc3ccc(C(=O)c4ccccc4)cc3)nn2)cc1	·	·	-7%	·	35%	·	-57%	·	·	-13%

nr	structure	P. falciparum M17LAP	CSM14.1 death rescue	SIAH1 antagonists	P. falciparum M1AAP	AID2073	XIAP antagonists	HEK293 NOD2/NF-kB	Hep lipid drop	Hep lipid drop cells 6.5 µM	LYP phosphatase
9	CCC(=O)N1CCc2cc(S(=O)(=O)NCCC(=O)N3CCN(Cc4ccccc4)CC3)ccc21	4%	-0.1%	3%	3%	0%	-4.5%	18%	·	·	-6%
10	COc1ccc(OC)c(C2NC(=O)NC(C)=C2C(=O)Nc2ccc(C)cc2C)c1 (stereo unspecified)	9%	-1.4%	-3%	2%	-2%	-8.2%	-10%	·	·	-9%
11	CC(C)CN1C(=O)NC(NC(=O)c2cccnc2)(C(F)(F)F)C1=O (stereo unspecified)	4%	1.9%	-3%	-2%	2%	-5.3%	4%	·	·	-1%
12	O=C1CCC[C@@H]2[C@H]3CCC[N+]4([O-])CCC[C@@H](CN12)[C@@H]34 (stereo partly specified)	·	·	-1%	·	?	·	-32%	-7	720	-11%
13	CCN(CCn1cccn1)C(=O)c1cccc(OC2CCN(S(C)(=O)=O)CC2)c1	·	·	-1%	·	-2%	·	21%	0	861	-11%
14	C=CCn1c(SCC(=O)Nc2ncc(Cc3ccc(C)c(Cl)c3)s2)nnc1-c1ccncc1	18%	0.8%	12%	12%	8%	1.8%	16%	-4	566	2%
15	CCOc1nsc(OCC)n1	6%	·	1%	5%	26%	·	5%	2	764	-2%
16	Cc1c(/C=N/O)sc2ccccc12	10%	·	14%	8%	2%	·	31%	18	579	-8%

nr	structure	P. falciparum M17LAP	CSM14.1 death rescue	SIAH1 antagonists	P. falciparum M1AAP	AID2073	XIAP antagonists	HEK293 NOD2/NF-kB	Hep lipid drop	Hep lipid drop cells 6.5 µM	LYP phosphatase
17	Cc1onc(-c2ccc(Cl)cc2)c1-c1ccnn1S(=O)(=O)c1cccc(C(F)(F)F)c1	-1%	·	-1%	1%	14%	·	10%	-6	658	1%
18	CC(=O)Nc1ccc(NC(=O)C2CC(=O)N(c3ccc(Cl)cc3)C2)cc1 (stereo unspecified)	·	·	11%	·	0%	·	7%	8	843	-10%
19	COc1cccc(/C=N/Nc2ncc(C(F)(F)F)cc2Cl)c1O	-15%	-6.5%	-9%	-10%	4%	-2.3%	12%	20	625	-8%
20	O=C(c1ccc(NS(=O)(=O)c2cccc(F)c2)cc1)N1CCCC1	·	·	0%	·	10%	·	12%	19	535	-8%
21	COCCCNCC(O)COc1ccccc1F (stereo unspecified)	9%	-1.4%	7%	2%	-6%	-3.9%	6%	16	758	0%
22	O=C(CCCCC(=O)NCCc1ccccc1)NCCc1ccccc1	·	·	-4%	·	-5%	·	6%	·	·	-7%
23	CC(C)(C)C(=O)Nc1nc2c(c(=O)[nH]1)CCCC2	-5%	·	-3%	-7%	3%	-5.8%	-1%	4	728	-1%
24	CC(C)Oc1ccc(C(=O)Nc2c3c(nn2-c2ccccc2)CS(=O)(=O)C3)cc1	·	·	-2%	·	3%	·	9%	0	832	-1%

nr	structure	P. falciparum M17LAP	CSM14.1 death rescue	SIAH1 antagonists	P. falciparum M1AAP	AID2073	XIAP antagonists	HEK293 NOD2/NF-kB	Hep lipid drop	Hep lipid drop cells 6.5 µM	LYP phosphatase
25	CCn1nc(C(=O)N[C@@H](CCSC)c2nc3ccccc3[nH]2)c2ccccc2c1=O	-1%	-0.3%	2%	7%	-3%	-5.1%	-17%	-4	777	1%
26	O=C(Nc1ccccn1)NC12CC3CC(CC(C3)C1)C2	-5%	-0.5%	4%	0%	-13%	-5.4%	-3%	·	·	-4%
27	CC(C)(C)C1CCC(=NNc2ccc(S(N)(=O)=O)cc2[N+](=O)[O-])CC1 (stereo unspecified)	0%	-2.2%	1%	18%	-6%	0.0%	7%	-6	622	-2%
28	O=C(N/N=C\c1cccnc1)C1c2ccccc2Oc2ccccc21	-14%	-1.4%	8%	4%	4%	-7.6%	6%	-8	721	-2%
29	Fc1ccc(CNc2cnccn2)cc1	2%	-3.4%	8%	-1%	20%	-4.1%	-9%	·	·	-5%
30	C/C(=N\NC(=S)NC1CCCCC1)c1ccc(O)cc1	2%	-1.0%	-2%	-2%	22%	0.0%	-34%	19	713	2%
31	CC1=CC(C)(C)N(C(=O)CN2C(=O)c3ccccc3C2=O)c2ccccc21	5%	-0.6%	3%	4%	0%	-3.5%	11%	-30	670	3%
32	Cc1ccc(S(=O)(=O)N2CCC(C(=O)N3CCC[C@H]3C(=O)NC3CCS(=O)(=O)C3)CC2)cc1 (stereo partly specified)	-7%	-4.0%	0%	-6%	4%	-6.7%	4%	-12	729	-2%

nr	structure	P. falciparum M17LAP	CSM14.1 death rescue	SIAH1 antagonists	P. falciparum M1AAP	AID2073	XIAP antagonists	HEK293 NOD2/NF-kB	Hep lipid drop	Hep lipid drop cells 6.5 µM	LYP phosphatase
33	CCN(CC)C(=O)c1sc2[nH]c(=S)n(-c3ccccc3)c(=O)c2c1C	19%	1.2%	-2%	6%	-45%	-7.7%	9%	·	·	-3%
34	C/C(Cl)=C\CSc1nnc2n(N)c(=O)c3ccccc3n12	4%	-4.3%	-4%	9%	7%	-3.2%	-20%	·	·	-8%
35	Brc1ccc2c(c1)C(c1cccnc1)=NNC(c1cccs1)=N2	9%	-2.9%	0%	11%	-5%	-5.4%	12%	-3	550	-4%
36	CC(C)CC(NC(=O)C1CCC(C)CC1)C(=O)NCCN1CCOCC1 (stereo unspecified)	·	·	3%	·	2%	·	15%	-24	790	-12%
37	COc1c(C)cc(NC(=O)c2ccc3c(c2)NC(=O)CO3)cc1C	-2%	·	9%	-1%	-3%	-2.7%	10%	-17	699	0%
38	CCOC(=O)c1cnn(-c2ccccc2)c1-c1ccncc1	·	·	-3%	·	10%	·	-14%	·	·	-9%
39	O=C(Nc1ccc(CN2CCCCC2)cc1)c1ccc(Br)o1	-6%	0.6%	-1%	-6%	7%	-6.6%	-14%	1	778	-3%
40	CCCc1cc(=O)[nH]c(SCC(=O)N2CCN(S(=O)(=O)c3ccccc3)CC2)n1	-2%	-2.4%	35%	-2%	2%	-4.5%	2%	5	722	0%

nr	structure	P. falciparum M17LAP	CSM14.1 death rescue	SIAH1 antagonists	P. falciparum M1AAP	AID2073	XIAP antagonists	HEK293 NOD2/NF-kB	Hep lipid drop	Hep lipid drop cells 6.5 µM	LYP phosphatase
41	c1ccc(C2c3c(ccc4ccccc34)Oc3ncn4nc(-c5ccco5)nc4c32)cc1 (stereo unspecified)	0%	-0.4%	5%	7%	17%	-5.8%	-2%	22	654	5%
42	Cc1ccccc1N1CCN(C2CCCN(C(=O)c3snnc3C)C2)CC1 (stereo unspecified)	·	·	1%	·	3%	·	-11%	3	719	-2%
43	CC(C)c1nc(SCC(=O)c2c[nH]c3ccccc23)n[nH]1	2%	·	-11%	6%	20%	·	2%	-4	719	-7%
44	COc1ccc(NS(=O)(=O)c2ccc(NC(=S)NC(=O)/C=C/c3ccc(C)cc3)cc2)nn1	4%	-2.9%	33%	4%	16%	-4.7%	15%	2	623	5%
45	O=C(O)c1cn(-c2ccccc2)c(=O)c2ccccc12	7%	-2.0%	3%	11%	2%	-1.3%	6%	5	815	0%
46	CCOC(=O)C1(Cc2ccccc2C)CCCN(C(=O)CN2C(=O)CSC2=O)C1 (stereo unspecified)	·	·	0%	·	3%	·	·	-2	761	-12%
47	Cc1ccccc1-c1nc(C#N)c(N2CCCCC2)o1	·	·	4%	·	7%	·	2%	·	·	-11%
48	O=C(CSc1nnc(-c2ccccn2)o1)Nc1ccccc1	9%	-0.9%	9%	1%	7%	2.4%	-63%	2	654	-1%

nr	structure	P. falciparum M17LAP	CSM14.1 death rescue	SIAH1 antagonists	P. falciparum M1AAP	AID2073	XIAP antagonists	HEK293 NOD2/NF-kB	Hep lipid drop	Hep lipid drop cells 6.5 µM	LYP phosphatase
49	Cc1cccc(C(=O)N2CCN(c3ccccn3)CC2)c1	15%	0.4%	2%	7%	6%	-8.7%	11%	-30	699	-4%
50	O=C(/C=C/c1ccccc1Cl)Nc1cccc(O)c1	-5%	-3.5%	4%	1%	15%	-4.9%	-156%	-18	697	2%
51	c1ccc2c(N3CCCCCC3)nc(-c3ccncc3)nc2c1	13%	0.7%	4%	4%	6%	-2.7%	10%	25	801	0%
52	COc1ccc(N(C(=O)c2snc(C(N)=O)c2N)C(C(=O)NC2CCCC2)c2ccco2)cc1 (stereo unspecified)	·	·	2%	·	5%	·	11%	6	842	-2%
